NCI-60 one-dose screen, 48 h, at 10 µM unless noted. Numbers give growth in % (100 = growth as untreated, 0 = no growth, -100 = all killed).
ACHN: ACHN renal cancer; 81,000 compounds, 4.9% hits
NCI-H522: NCI-H522 lung cancer | 78,000 compounds, 8% hits | AID 1794739
NCI/ADR-RES: NCI/ADR-RES ovarian cells | 81,000 compounds, 4.4% hits | AID 1794790
CAKI-1: CAKI-1 renal cancer. 75,000 compounds, 4.7% hits
NCI-H460: NCI-H460 lung cancer. 82,000 compounds, 6.8% hits
NCI-H23: NCI-H23 lung cancer; 80,000 compounds, 4% hits; AID 1794731
A498: A498 renal cancer cells; 76,000 compounds, 5.4% hits
NCI-H226: NCI-H226 lung cancer | 79,000 compounds, 3.5% hits | AID 1794732
RXF 393: RXF 393 renal cancer cells; AID 1794773; 77,000 compounds, 6.9% hits
* hit, by the source's call; nt = not tested or not shown. Rule for the calls: active = growth percent below 10; inactive = the rest.

SMILES	ACHN	NCI-H522	NCI/ADR-RES	CAKI-1	NCI-H460	NCI-H23	A498	NCI-H226	RXF 393
CCN(CC)c1ccc(N=C2C=C(C(=O)Nc3ccc(S(C)(=O)=O)cc3)C(=O)c3ccccc32)c(C)c1	92	62	79	90	93	90	87	82	73
O=C(Nc1ccc(F)cc1)Nc1ccc2oc(=O)ccc2c1	104	96	103	93	99	90	79	97	100
CCOC(=O)C1C(C(=O)OCC)C(C)(C)C1N(C)C (stereo not given)	101	87	99	88	98	95	70	99	85
CC(C)CCc1nc2ccc(NCc3ccc(OCCN4CCC(C)CC4)cc3)cc2[nH]1	97	102	97	65	100	95	79	67	62
COc1ccc2c(c1OC)C(=O)O[C@@H]2[C@H]1c2c(c(C#CC#Cc3c4c(c(OC)c5c3OCO5)[C@H]([C@H]3OC(=O)c5c3ccc(OC)c5OC)N(C)CC4)c3c(c2OC)OCO3)CCN1C	101	57	106	86	104	101	nt	95	nt
CC(=O)Nc1ncc(Cc2ccc(Cl)cc2)s1	85	78	95	67	101	97	95	92	104
N#CN1CC[C@H](C(=O)Nc2cc3cc(C(N)=O)ccc3cn2)C1	6.5*	-50*	1.4*	12	6.9*	-8.6*	-34*	-10*	-52*
O=C(N/N=C/[C@@H](O)[C@@H](O)[C@H](O)[C@H](O)CO)c1ccc(NC(=O)c2cccnc2)cc1	105	100	109	97	107	109	92	108	119
CC/C=C\C/C=C\C/C=C\C/C=C\C/C=C\CCCC(=O)OCC	105	nt	104	97	106	97	84	111	124
CN(C)N=Nc1ccc(C(=O)O)cc1	92	92	103	92	105	107	130	88	111
C/C=C\C(=O)N(c1ccc(N(C(=O)/C=C/C)C(C)CC)cc1)C(C)CC (stereo not given)	89	95	89	98	105	90	nt	94	109
COc1ccc(N2C(=O)c3ccccc3[C@@H](C(=O)Nc3cccc(C)n3)[C@@H]2c2ccccc2)cc1	104	90	100	82	101	93	91	90	92
Cn1c(SCc2ccccc2)nccc1=O	111	94	115	96	112	107	104	109	126
O=c1[nH]c2c(cc1S(=O)(=O)c1ccccc1)CCc1c-2cnn1Cc1ccccc1	98	87	100	97	115	101	85	102	98
Nc1ccc(Cl)cc1Cl	104	105	103	99	107	97	102	93	107
CC1(C)C(=O)NC(=O)C1(C)C	103	93	107	92	114	102	nt	112	104
COc1ccc(/C=N/C2=NNC(C)(c3ccccc3O)N2C(C)C(=O)O)cc1 (stereo not given)	101	83	107	99	109	86	103	96	111
CC/C=C\C[C@@H](O)C/C=C1/C(=O)C=C[C@H]1C/C=C\CCCC(=O)O	107	64	105	102	97	100	103	93	110
O=C1/C(=C/N2N=C(c3ccc4ccccc4c3)CC2c2ccccc2O)SC(=S)N1c1cccnc1 (stereo not given)	44	21	24	42	15	43	14	32	-8.6*
CCOC(=O)c1sc2nc(-c3ccc(Cl)cc3)nc(N3CCOCC3)c2c1C	97	89	86	86	101	92	100	67	89
NC(=O)COc1ccc(Cl)cc1Cl	106	95	102	99	110	100	nt	96	107
CCCCCC(=O)NCc1ccccc1	100	53	106	95	106	97	89	104	107
CC(=O)CC(=O)Nc1ccccc1C	99	102	nt	95	113	100	136	102	111
CCCCN(CCCC)CCC(O)c1ccc2ccccc2c1 (stereo not given)	108	77	91	93	86	91	78	93	90
COc1ccc(C2NC3=C(CCCC3)C(C#N)(C#N)C2(C#N)C#N)cc1 (stereo not given)	37	24	101	78	98	91	111	97	94
O=[N+]([O-])c1cccnc1Oc1cccnc1	108	107	103	84	110	100	99	122	110
Nc1c(C(=O)c2ccc(F)cc2)oc2nc(-c3cnccn3)cc(-c3cccs3)c12	91	99	94	91	96	nt	nt	90	95
CC1=CSc2nnc(CSC(SCc3nnc4n3NC(C)=CS4)c3ccccc3)n2N1	101	89	117	80	101	95	86	94	116
O=C(CNC(=O)OCc1ccccc1)NC(Cc1cnc[nH]1)C(=O)O (stereo not given)	106	99	107	101	99	104	69	96	105
COc1nc2cc(OCc3ccccc3)ccc2cc1-c1nc2c(cnn2-c2ccccc2)c(=O)[nH]1	106	92	97	107	97	105	77	105	111
Cc1ccc2c(-c3cc(-c4ccccc4)nc(N)c3C#N)cc(=O)oc2c1	99	68	95	100	101	102	64	96	110
O=C(COc1ccccc1)OC1CCCCC1C1CCCCC1 (stereo not given)	106	83	101	96	109	99	93	86	92
CC1Cc2c(Cl)ncnc2N(C)c2ccc(O)cc21 (stereo not given)	85	93	17	89	84	46	94	82	32
COc1cc(OC)c(C(=O)/C=C/c2ccc(OC)c(OC)c2)cc1CC=C(C)C	100	nt	88	198	96	85	102	73	nt
NC(=O)[C@H]1O[C@@H](n2cnc3c(=O)[nH]c(N)nc32)[C@H](O)[C@@H]1O	105	98	109	95	107	102	100	nt	118
c1ccc(Cn2cc3c(c2-c2ccccc2)CCc2c(CN4CCOCC4)noc2-3)cc1	98	83	98	89	115	97	64	91	96
COc1cc(C2=NN(C=O)C(c3sc(N(C)Cc4ccccc4)nc3Cl)C2)cc(OC)c1OC (stereo not given)	91	64	91	75	101	89	95	94	106
CCOC(=O)CCN(CCC(=O)OCC)c1ccccc1	100	90	105	116	111	101	127	98	81
CCCCOc1nc2cc(Cl)ccc2cc1-c1cc(-c2ccc(Cl)cc2)nc(-c2ccc(Cl)cc2)c1	100	94	105	93	103	110	98	106	119
COc1ccc(/C=C/C(=O)c2ccc(NC(=O)CSc3nnc(-c4ccc5nc(-c6ccccc6)[nH]c5c4)o3)cc2)cc1	97	91	106	113	111	92	77	98	92
CCOc1ccc(NC(=O)N(O)C2(C#N)CCCCC2)cc1	113	105	112	114	106	111	96	102	105
O=C(CCCl)c1ccc(F)cc1	108	90	103	nt	110	99	82	92	102
C/C(=N/O)c1ccc(NC(=O)CSc2nnc(-c3cc(-c4ccc(Cl)cc4)nc4ccccc34)o2)cc1	106	85	100	nt	103	100	81	96	105
CCC(CC)C1OC(=O)C(C)O1 (stereo not given)	105	nt	107	87	106	106	102	100	101
CC1CN=C(c2ccc(NC(=O)Nc3ccc(C4=NCCN4)cc3)cc2)N1 (stereo not given)	74	72	92	66	78	63	28	76	nt
Cc1cc(O)cc2c1[C@H]1CC[C@]3(C)[C@@H](O)CC[C@H]3[C@@H]1C=C2	97	43	53	108	104	91	118	nt	nt
CCN(CC)c1ccc(/C=C/C2=[N+](C)c3ccccc3C2(C)C)cc1	-1.0*	5.1*	85	-8.8*	3.1*	19	51	9.0*	34
N#Cc1c(-c2ccccc2)cc(-c2ccccc2)n(Cc2ccc(C(=O)Nc3ccccc3N)cc2)c1=O	86	74	71	39	77	77	83	84	71
CCN(CC)C(=O)/C=C(/C)c1ccccc1	110	107	102	100	104	97	87	97	97
CCSc1nc(NC)c2ccc(-c3ccc(F)c(F)c3)cc2n1	78	77	81	59	56	85	59	69	64
COc1ccc2c(Cn3cc(CSc4nc5cc(Cl)ccc5o4)nn3)cc(=O)oc2c1	112	95	98	100	108	105	63	102	117
c1ccc(C(c2ccccc2)N2CCCCC2)cc1	100	100	103	102	106	100	107	102	nt
O=C1NC(=S)NC(=O)C1CC(=O)n1cnc2ccccc21	101	90	104	93	104	100	89	104	103
Cc1cc(C)c2c(c1)N(C)c1ncnc(-n3c(C)nc4cc(C)ccc43)c1CC2C (stereo not given)	39	19	7.1*	37	23	62	1.0*	62	-10*
COCCOc1ccc(-c2csc(NC(=O)CN3CCN(CCO)CC3)n2)cc1NS(=O)(=O)c1cccc2c(N(C)C)cccc12	86	24	97	92	98	78	79	71	65
CC(C)(c1ccc(O)c([N+](=O)[O-])c1)c1ccc(O)c([N+](=O)[O-])c1	94	80	104	89	99	96	93	98	110
CN1CCN(c2ccc(/C=N/n3cnc4oc(-c5ccccc5)cc4c3=N)cc2)CC1	70	84	81	72	100	94	81	88	-5.5*
O=C(O)C(=O)c1c[nH]c2ccccc12	94	104	97	105	104	105	98	88	111
COC(=O)[C@]12CC[C@@H](C)[C@H](C)[C@@H]1C1=CC[C@@H]3[C@@]4(C)C[C@@H](O)[C@H](O)[C@@](C)(CO)[C@@H]4[C@H](O)C[C@@]3(C)[C@]1(C)CC2	-48*	-79*	-23*	0.5*	-72*	-50*	-80*	-43*	-82*
CSC1=NC(N)=NN=C2N1C(=O)C(CC(C)C)N2C(C)=O (stereo not given)	94	97	103	83	102	102	97	89	nt

Single values from the results shown:
CC1Cc2c(Cl)ncnc2N(C)c2ccc(O)cc21 (stereo not given) in A498 = 94
CN1CCN(c2ccc(/C=N/n3cnc4oc(-c5ccccc5)cc4c3=N)cc2)CC1 in NCI-H226 = 88
CCN(CC)C(=O)/C=C(/C)c1ccccc1 in RXF 393 = 97
CC1(C)C(=O)NC(=O)C1(C)C in RXF 393 = 104
COc1ccc(C2NC3=C(CCCC3)C(C#N)(C#N)C2(C#N)C#N)cc1 (stereo not given) in RXF 393 = 94

More compounds:
SMILES	ACHN	NCI-H522	NCI/ADR-RES	CAKI-1	NCI-H460	NCI-H23	A498	NCI-H226	RXF 393
CCCCCCCCCCCCCCCCCCOc1ccc(CC(=O)OCC[N+]2(C)CCCC2)cc1	97	97	106	85	100	93	116	93	101
N#CC1(C#N)C(/C=N/NC(N)=S)C(c2ccccc2)C1(C#N)C#N (stereo not given)	111	90	105	98	104	94	102	99	115
CCCCCCCCCCCCCCCCNC(=O)OCC	103	nt	107	106	110	106	108	105	118
CC(CCC(=O)O)(c1ccc(O)cc1)c1ccc(O)cc1	108	104	92	94	98	89	nt	92	98
CCCCCCCCCCCCC1C/C=C\CCCC(=O)O1 (stereo not given)	104	98	119	113	109	91	128	167	nt
O=C(N/N=C/c1cc2ccccc2c2ccccc12)c1cc(O)c(O)c(O)c1	47	-41*	81	44	88	70	106	96	75
COc1ccc(OC)c(NC(=O)CCCCCCNC(=O)C(O)(O)C(F)(F)F)c1	15	-0.8*	33	25	39	49	38	79	1.8*
COc1ccc2[nH]cc(-c3nc(N)nnc3-c3c[nH]c4ncc(Br)cc34)c2c1	72	58	91	49	39	63	94	63	75

Given with two lines to a compound: part of the list above
Results follow in this order: ACHN, NCI-H522, NCI/ADR-RES, CAKI-1, NCI-H460, NCI-H23, A498, NCI-H226, RXF 393
- CC(=O)Nc1ncc(Cc2ccc(Cl)cc2)s1
 : 85, 78, 95, 67, 101, 97, 95, 92, 104
- N#CN1CC[C@H](C(=O)Nc2cc3cc(C(N)=O)ccc3cn2)C1
 : 6.5*, -50*, 1.4*, 12, 6.9*, -8.6*, -34*, -10*, -52*
- O=C(N/N=C/[C@@H](O)[C@@H](O)[C@H](O)[C@H](O)CO)c1ccc(NC(=O)c2cccnc2)cc1
 : 105, 100, 109, 97, 107, 109, 92, 108, 119
- CC/C=C\C/C=C\C/C=C\C/C=C\C/C=C\CCCC(=O)OCC
 : 105, nt, 104, 97, 106, 97, 84, 111, 124
